# KCNK3 block: human KCNK3 channel inhibition, primary screen; 340,000 tested, 0.84% active; B-score at 10 µM; CHO-KCNK3 thallium flux, FluxOR fluorescence; active compounds read low; O14649; AID 602410;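 active = B-score under library mean minus 4 SD, starting fluorescence ratio at most library mean plus 5 SD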;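 note: more negative B-score means stronger inhibition of thallium flux through KCNK3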
# HDAC3 inh: human HDAC3 inhibition; AID 2718; inhibition, % at 8.3 µM; recombinant HDAC3, fluorogenic peptide/trypsin coupled, fluorescence; 320,000 tested, 0.15% active; O15379; in the data active = inhibition above about 26%, passing the limit was not always enough; inconclusive = no clear call, values can overlap the other calls
# Target sequence (O15379 whole entry, looked up): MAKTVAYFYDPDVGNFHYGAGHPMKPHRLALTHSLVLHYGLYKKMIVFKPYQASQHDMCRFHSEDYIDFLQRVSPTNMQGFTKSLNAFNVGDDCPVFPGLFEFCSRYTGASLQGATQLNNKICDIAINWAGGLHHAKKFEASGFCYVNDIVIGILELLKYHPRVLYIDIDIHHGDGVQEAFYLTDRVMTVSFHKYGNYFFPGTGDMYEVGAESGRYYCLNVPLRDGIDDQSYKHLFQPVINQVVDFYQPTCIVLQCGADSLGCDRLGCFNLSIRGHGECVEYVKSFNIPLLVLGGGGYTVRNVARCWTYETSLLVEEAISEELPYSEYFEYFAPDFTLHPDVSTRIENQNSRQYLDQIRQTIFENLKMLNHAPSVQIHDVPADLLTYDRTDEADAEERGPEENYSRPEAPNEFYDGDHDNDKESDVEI
# ANO1 activ: activates or potentiates the mouse TMEM16A chloride channel; Q8BHY3; HEK293 TMEM16A/YFP-H148Q/I152L, iodide quench fluorescence; active compounds read low; B-score at 10 µM; 340,000 tested, 0.3% active;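 active = fluorescence-ratio B-score plate-corrected deviation score at least 3 library SD below zero, with starting fluorescence score within 5 deviations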;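 note: channel opened by trigger with iodide after compound preincubation; score built on the fluorescence ratio of max minus min over baseline; more negative score means more quench and so TMEM16A activation or potentiation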
# KCNQ1 block: inhibitors of human KCNQ1 potassium channel; AID 2642; CHO-K1 KCNQ1, FluxOR thallium flux fluorescence; active compounds read high; 310,000 tested, 1.3% active; P51787; B-score at 10 µM;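 active = compounds whose thallium flux B-score, printed positive for inhibition, exceeds three library SD while starting fluorescence stays within three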;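 note: channel opened by potassium depolarization with thallium stimulus after 20 min compound exposure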
# KCNQ1 pot: potentiates or activates the human KCNQ1 potassium channel; 310,000 tested, 0.35% active; AID 2648; CHO-K1 KCNQ1, thallium flux FluxOR fluorescence; active compounds read high; P51787; B-score at 10 µM;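 active = fluorescence ratio B-score, a plate-corrected score, at least three library SD, with initial intensity B-score within 5 SD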
#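 Schedule – 37 °C overnight plating, 90-min dark dye load, 20-min compound pretreatment · System – stable KCNQ1 CHO-K1 line · Probe or stimulus – thallium- and potassium-containing depolarizing buffer · Measured by – kinetic FluxOR fluorescence, 10 s baseline plus 110 s post-stimulus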
# TMEM16A inh: mouse TMEM16A channel inhibition, primary screen; Q8BHY3; HEK293 TMEM16A/YFP iodide influx fluorescence, ionomycin; normalized B-score (activity score, 25-100; higher = stronger inhibition) at 10 µM; 310,000 tested, 1.2% active; AID 588511;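 active = ratio plate-corrected score three or more library SD toward inhibition, starting fluorescence score within five deviations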;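 note: score derived from kinetic fluorescence span divided by baseline fluorescence per well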
# RGS4 act: RGS4 potentiation or activation. B-score at 10 µM. AID 463111. HEK293 M3R/inducible RGS4, carbachol calcium flux Fluo4; active compounds read low. 310,000 tested, 0.92% active;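 active = B-score of the integrated calcium signal more than 4 SD below the library mean, with starting fluorescence not abnormally high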;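 note: negative B-score means reduced calcium response which marks RGS4 activation or potentiation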
#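 Reagent: ECmax carbachol challenge; Test system: M3R-expressing HEK293 line, RGS4 induced by doxycycline; Schedule: overnight RGS4 induction, 30 min dye load 37 °C, 20 min compound RT; Detection: calcium dye Fluo4 fluorescence; Read-out: Agonist-evoked peak-minus-minimum fluorescence over baseline, integrated ratio, B score.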
# SKKanGAS inh: blocks kanamycin growth of S. pyogenes SKKanGAS strain | BacTiter-Glo, 6 h | inhibition, % at 7.5 µM | 300,000 tested, 1.3% active;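 active = mean replicate score, as percent of positive control median, at least 50; inconclusive = mean below 50 but one replicate at or above 50; inactive = mean and every replicate below 50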;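 note: strain carries kanamycin resistance gene driven by streptokinase promoter and grows in 40 µg/ml kanamycin; loss of luminescence reflects streptokinase promoter inhibition or plain growth inhibition; 0% = median of DMSO wells and 100% = positive control at its reference dose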
# KCNK9 inh: human KCNK9 channel inhibition; AID 488922; 310,000 tested, 1.2% active; Q9NPC2; HEK293 KCNK9, FluxOR thallium flux fluorescence; active compounds read low; B-score at 10 µM;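 active = ratio B-score over 3 SD below the library mean, with starting fluorescence within 5 SD of its mean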;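 note: negative B-score means less thallium flux so channel inhibition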
# Target sequence (Q9NPC2 whole entry, looked up): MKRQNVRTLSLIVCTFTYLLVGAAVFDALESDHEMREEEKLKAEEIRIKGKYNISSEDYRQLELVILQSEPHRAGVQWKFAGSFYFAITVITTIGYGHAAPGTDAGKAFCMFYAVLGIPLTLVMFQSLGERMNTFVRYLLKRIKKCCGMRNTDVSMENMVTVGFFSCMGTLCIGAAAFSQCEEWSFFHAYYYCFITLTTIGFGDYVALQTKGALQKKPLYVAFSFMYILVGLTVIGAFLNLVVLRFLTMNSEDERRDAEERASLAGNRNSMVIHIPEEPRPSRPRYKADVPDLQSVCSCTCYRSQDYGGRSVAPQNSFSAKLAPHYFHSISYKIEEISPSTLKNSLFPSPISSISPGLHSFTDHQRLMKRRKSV
# hERG rescue: hERG (human) protection from proarrhythmic block; 310,000 tested, 0.51% active; CHO-hERG, FluxOR thallium flux, dofetilide IC70 present; AID 1511; activation (rescue from dofetilide block), less the hit threshold, % at 10 µM; Q12809;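 active = activation above the mean of controls blocked by dofetilide plus 5 SD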;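 note: thallium influx through hERG after potassium depolarization seen as dye fluorescence rise; in these data hits start at about 4.7%; inactives centre near -7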
# RGS4 block: human RGS4 inhibition; P49798; HEK293 M3R/RGS4 inducible, Fluo-4 calcium flux; active compounds read high; triggered by carbachol at its EC20; B-score at 10 µM; 310,000 tested, 0.45% active;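 active = B-score, a plate-corrected calcium signal, over three deviations above library mean, with baseline fluorescence within five deviations of library mean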;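 note: RGS4 expression induced by doxycycline in cells with stable M3 receptor; B-score is computed from the integrated fluorescence ratio over baseline after carbachol; higher B-score means a larger calcium signal and so more RGS4 inhibition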
# Target sequence (P49798 whole entry, looked up): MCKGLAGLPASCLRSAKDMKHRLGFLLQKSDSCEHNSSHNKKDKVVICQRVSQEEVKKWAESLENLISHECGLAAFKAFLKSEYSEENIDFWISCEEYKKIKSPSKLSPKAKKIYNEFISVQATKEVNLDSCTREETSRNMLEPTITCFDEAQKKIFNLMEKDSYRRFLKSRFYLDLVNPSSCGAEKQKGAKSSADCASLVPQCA
# An asterisk follows results filed as active; i = inactive; ? = inconclusive.
compound | KCNK3 block | HDAC3 inh | ANO1 activ | KCNQ1 block | KCNQ1 pot | TMEM16A inh | RGS4 act | SKKanGAS inh | KCNK9 inh | hERG rescue | RGS4 block
COc1cc(NC(=O)CN2C(=O)NC(C)(c3ccccc3)C2=O)c(C)cc1[N+](=O)[O-] (stereo not drawn) | i | 4.7 | i | i | i | i | i | 2.8 | i | -14.9 | i
O=C(CCN1C(=O)C2CC=CCC2C1=O)NC1CCCCC1 (stereo not drawn) | i | -1.4 | i | i | i | i | i | -10.1 | i | -5.0 | i
COc1ccc(CN2CCN(C(=O)c3cccs3)CC2)cc1Br | i | 2.3 | i | i | i | i | i | -5.5 | i | -13.0 | i
COc1ccccc1NS(=O)(=O)c1cc(NC(=O)c2sccc2C)ccc1N1CCCC1 | i | 2.3 | i | i | i | i | i | 12.1 | i | -17.1 | i
CC(CN1CCCC(C(N)=O)C1)c1ccccc1 (stereo not drawn) | i | -1.5 | i | i | i | i | i | -3.0 | i | -3.5 | i
CCOc1ccc(CCNC(=O)C2(c3ccccc3)CC2)cc1OCC | i | 5.4 | i | i | i | i | i | -17.8 | i | -6.0 | i
CSc1cccc(NC(=O)CN(C)S(=O)(=O)c2ccc(F)cc2)c1 | i | 3.4 | i | i | i | i | i | -6.1 | i | -3.6 | i
CCSc1nnc(NC(=O)NC(C)(C(F)(F)F)C(F)(F)F)s1 | i | 8.3 | i | i | i | i | i | 13.1 | i | -10.9 | i
CC1C/C(=C/c2ccncc2)C(=O)/C(=C/c2ccncc2)C1 (stereo not drawn) | i | -0.2 | i | i | i | i | i | 0.1 | i | -21.3 | 28.3*
C=CCOc1c(CNc2ccc(C(=O)O)cc2)cccc1OCC | i | 1.1 | i | i | i | i | i | 8.4 | i | -8.9 | i
O=C(NN=C(Cc1ccccc1)Cc1ccccc1)c1ccc(F)cc1 | i | -5.6 | i | i | i | i | i | -0.8 | i | -5.7 | i
CC(NS(=O)(=O)c1ccccc1)C(=O)Nc1ccc2c(c1)OCCO2 (stereo not drawn) | i | 8.3 | i | i | i | i | i | 1.2 | i | -3.7 | i
CC(=O)Nc1ccc(S(=O)(=O)NC2(C(F)(F)F)C(=O)Nc3c2c(=O)[nH]c(=O)n3Cc2ccccc2)cc1 (stereo not drawn) | i | 3.0 | i | i | i | i | i | 3.2 | i | -4.6 | i
Cc1ccc(NC(=O)CN(C)C(=O)c2cc(S(=O)(=O)N(C)C)ccc2N2CCCC2)cc1 | i | 2.8 | i | i | i | i | i | -7.1 | i | -15.6 | i
Clc1cccc(-c2nc(NCc3cccnc3)c3ccccc3n2)c1 | i | -0.5 | i | i | i | i | i | 11.4 | i | -14.5 | i
CCN(Cc1ccccc1)S(=O)(=O)c1ccc2c(c1)NC(=O)CC(=O)N2 | i | 2.4 | i | i | i | i | i | 5.6 | i | -3.9 | i
CCc1ccc(OC(=O)Nc2ccccc2)cc1 | i | 0.8 | i | i | i | i | i | 4.5 | i | -5.7 | i
O=C(CCNS(=O)(=O)c1ccccc1F)N1CCN(C/C=C/c2ccccc2)CC1 | i | -2.9 | i | i | i | i | i | -3.3 | i | -13.8 | i
CCOC(=O)N1CCN(C(=O)COc2ccc(S(=O)(=O)NC3CCCCC3)cc2C)CC1 | i | -0.7 | i | i | i | i | i | 7.1 | i | -8.6 | i
CCN1C(=O)[C@@H]2[C@@H](c3ccc(-c4ccc(Cl)c(Cl)c4)cc3)N3CCCC[C@@]3(C(=O)OC)[C@@H]2C1=O | i | 5.9 | i | i | i | i | i | -0.4 | i | -4.9 | i
CC(=O)N1CCN=C1SCc1ccc(F)cc1 | i | -7.5 | i | i | i | i | i | 0.3 | i | -7.6 | i
COc1ccc(N(CC(=O)NCc2cccs2)S(=O)(=O)c2c(C)n[nH]c2C)cc1 | i | 7.6 | i | i | i | i | i | -13.8 | i | -12.8 | i
O=C(CSc1nc2ncccc2[nH]1)Nc1ccccc1-c1ccccc1 | i | -2.8 | i | i | i | i | i | 13.1 | i | -9.2 | i
Cc1ccccc1CCN1CCCC(CN(C)C(=O)c2ccc3ncccc3c2)C1 (stereo not drawn) | i | 4.1 | i | i | i | i | i | -7.6 | i | -3.5 | i
COc1ccc(NC(=O)Nc2cccc(F)c2)c(OC)c1 | i | 1.3 | i | i | i | i | i | 0.6 | i | -11.1 | i
COc1ccccc1NC1SC(=O)N(c2ccccc2)C1=O (stereo not drawn) | i | 2.5 | i | i | i | i | i | -3.2 | i | -8.0 | i
CCN1C(=O)c2ccccc2Sc2ccc(C(=O)NCCCN3CCOCC3)cc21 | i | -2.2 | i | i | i | i | i | 0.8 | i | -15.8 | i
COc1ccc(-n2c(C)c(C)c3c(NCCN(C)C)ncnc32)cc1 | i | -0.6 | i | i | i | i | i | 3.0 | i | -3.6 | i
CCC1CCC2(CC1)NNC(=S)NN2 | i | 10.2 | i | i | i | i | i | 1.9 | i | -12.2 | i
COc1ccc(CC(=O)NCC2COc3ccccc3O2)cc1 (stereo not drawn) | i | 1.4 | i | i | i | i | i | 4.2 | i | -6.1 | i
CCOC(=O)CSC1=C(C#N)C(=O)NC(c2ccc(OC)c(OC)c2)S1 (stereo not drawn) | i | 4.9 | i | i | i | 25* | i | -1.5 | i | -7.7 | i
COc1ccc(-c2nnc(SC)o2)c(OC)c1 | i | -0.5 | i | i | i | i | i | -1.9 | i | -8.0 | i
O=C(c1ccc(Cl)nc1)N1CCN(S(=O)(=O)c2ccc(Cl)cc2)CC1 | i | 1.7 | i | i | i | i | i | -0.9 | i | -8.1 | i
CCC1S/C(=N/N=C/c2ccco2)N(Cc2ccccc2)C1=O (stereo not drawn) | i | 4.9 | i | i | i | i | i | 1.2 | i | -11.3 | i
COc1ccccc1-c1cc(C(F)(F)F)c(C#N)c(=O)[nH]1 | i | -47.2 | i | i | i | i | i | -5.7 | i | -9.5 | i
Nc1cccc(-c2csc(-n3ncc(C(=O)O)c3C(F)(F)F)n2)c1 | i | 4.6 | i | i | i | i | i | 38.1 | i | 0.3 | i
COC(=O)c1sc2nc(CN3CCOCC3)nc(N3CCOCC3)c2c1C | i | 1.9 | i | i | i | i | i | 8.3 | i | -11.8 | i
Cc1cc(C)nc(SCc2nnc(SCC(=O)Nc3ccc(C)c(C)c3)o2)n1 | i | 2.9 | i | i | i | i | i | -2.3 | i | -10.2 | i
CCOC(=O)c1cccc(NC(=O)c2ccco2)c1 | i | -9.4 | i | i | i | i | i | -4.2 | i | -11.7 | i
CC(O)CNc1ccc(-c2n[nH]c(=O)c3ccccc23)cc1[N+](=O)[O-] (stereo not drawn) | i | 6.1 | i | i | i | i | i | 6.5 | i | -4.4 | i
CCN(CC(=O)Nc1ccccc1C(F)(F)F)C(=O)COc1cccc2c1OC(C)(C)C2 | i | ? | i | i | i | i | i | -6.4 | i | -10.9 | i
O=C(CCN1CCCC1)Nc1ccc(Br)cc1 | i | 4.8 | i | i | i | i | i | -1.7 | i | -6.2 | i
Cc1cc(C(=O)NCCc2ccc(Cl)cc2)c(C)o1 | i | 0.3 | i | i | i | i | i | 3.9 | i | -9.0 | i
COc1ccc(CCN(C)c2ncnc3sccc23)cc1OC | i | 1.1 | i | i | i | i | i | -3.0 | i | -5.5 | i
COc1cccc(OC)c1C(=O)OCCCOC(=O)c1c(OC)cccc1OC | i | 0.1 | i | i | i | i | i | 4.4 | i | -11.0 | i
CC1CN(CCCOc2ccccc2[N+](=O)[O-])CC(C)O1 (stereo not drawn) | i | 4.2 | i | i | i | i | i | -18.3 | i | -17.6 | i
COc1ccc(C2C(C(=O)NCc3cccnc3)c3cc(OC)c(OC)cc3C(=O)N2C)cc1 (stereo not drawn) | i | ? | i | i | i | i | i | 0.8 | i | -9.8 | i
CCc1ccccc1N(CC(=O)N1CCCC1)S(C)(=O)=O | i | 1.1 | i | i | i | i | i | 0.0 | i | -8.3 | i
Cn1cc(S(=O)(=O)Nc2ccc3c(c2)OCCO3)cn1 | i | 0.9 | i | i | i | i | i | 0.4 | i | -8.5 | i
COc1ccc(C2C(C#N)=C(N)N(c3cccnc3)C3=C2C(=O)CC(C)(C)C3)cc1OC (stereo not drawn) | i | -0.8 | i | i | i | i | i | 1.1 | i | -1.5 | i
S=C(Nc1ccccc1Cl)Nc1ccc(Cl)cc1Cl | i | -11.4 | i | i | i | i | i | 0.1 | i | -8.8 | i
CSCCC(NC(=O)COc1ccccc1)C(=O)NCC1COc2ccccc2O1 (stereo not drawn) | i | 0.3 | i | i | i | i | i | -5.0 | i | -10.6 | i
FC(F)(F)c1cc(CCN2C(=S)NC[C@@H]2c2ccccc2)cc(C(F)(F)F)c1 | i | 22.2 | i | i | i | i | i | 17.9 | i | -1.8 | i
CC1=C(C(=O)NC(C)c2ccc3c(c2)OCCO3)C2(CCC(C)CC2)OC1=O (stereo not drawn) | i | -1.0 | i | i | i | i | i | 2.5 | i | -10.3 | i
CCN(CC)C(C)C(=O)Nc1c2c(cc3c1CCC3)CCC2 (stereo not drawn) | i | 1.7 | i | i | i | i | i | -4.1 | i | -5.2 | i
CCOC(=O)NC(=O)/C(N=Nc1cc(C)cc(C)c1)=C(\C)O | i | 0.4 | i | i | i | i | i | 1.1 | i | -7.8 | i
Cn1c(-c2ccc(F)cc2)cnc1NCc1ccccc1F | i | 1.6 | i | i | i | i | i | 6.5 | i | -8.9 | i
Cc1cc(C)cc(N(CC(=O)NCc2ccc(F)cc2)C(=O)c2snc(C(N)=O)c2N)c1 | i | 3.6 | i | i | i | i | i | 11.2 | i | -13.7 | i
CN(C)S(=O)(=O)c1ccc(NC(=O)C2CC3C=CC2C3)cc1 (stereo not drawn) | i | -1.6 | i | i | i | i | i | -8.9 | i | -6.0 | i
Cc1ccc(N(CC(=O)NC2CCCCC2)S(=O)(=O)c2c(C)nn(C)c2C)cc1 | i | -1.0 | i | i | i | i | i | -0.3 | i | -8.5 | i
CC(C)Cc1nnc(NC(=O)CSc2ccccn2)s1 | i | 6.8 | i | i | i | i | i | 3.5 | i | -6.1 | i
C=CCn1c(SCC(=O)NCCOC)nnc1-c1cc2c(s1)CCC(CC)C2 (stereo not drawn) | i | 6.5 | i | i | i | i | i | -1.1 | i | -10.1 | i
COc1ccc(C(=O)OCC(=O)c2ccc(C3CCCCC3)cc2)cc1 | i | 0.8 | i | i | i | i | i | 4.2 | i | -12.4 | i
